ERK EGF inh: qHTS Assay for Inhibitors of the ERK Signaling Pathway using a Homogeneous Screening Assay; Stimulation with EGF | HEK293-V1b, EGF-stimulated phospho-ERK AlphaScreen | Potency, µM (series often up to 11.5 µM), inactives show at the highest dose activity change, negative = inhibition, hits mostly inhibitors | 130,000 tested, 0.41% active | AID 1454, 2008; active = well fitted inhibition curve with a large enough effect; inconclusive = small, poorly fitted or top-dose-only effect, or effect the other way;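 note: plate controls were stimulated vehicle wells for no effect and unstimulated vehicle basal for full effect; nearly all actives have a fitted effect of over 55% in size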
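After overnight plating in 1% FBS, HEK293-V1b cells received test compound for half an hour, then a 5 min pulse of EGF (25 nM); ERK phosphorylation in lysates was read by bead-based AlphaScreen.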
Active calls of the source: *; ? = inconclusive; [ ] = remark or other dose. Potency is the fitted concentration of half-maximal effect. A portion of the library (hit frequency here may not be typical).

Start of the data: the first 6 compounds as a preview:
SMILES	ERK EGF inh
COc1ccc(/C=C2\SC(=O)N(CCNC(=O)CCS(=O)(=O)c3ccc(C)cc3)C2=O)cc1	-1%
COc1cc(C)c(S(=O)(=O)N2CCN=C2c2ccccc2)cc1C	0%
Cc1ccc(C)c(NC(NC(=O)c2ccccn2)C(Cl)(Cl)Cl)c1 (stereo not given)	-1%
CSc1ccccc1NC(=O)CN(C)CC(=O)Nc1cccc(Br)c1	-4%
COc1cccc(CC(=O)Nc2nc3c(s2)C(=O)CC(C)(C)C3)c1	-49%
C=CCN1C(=O)/C(=c2\sc3nc(=O)c(Cc4ccccc4Cl)nn3c2=O)c2ccccc21	-15%[57.5 µM]

Results, from the start:
SMILES	ERK EGF inh
COc1ccc(/C=C2\SC(=O)N(CCNC(=O)CCS(=O)(=O)c3ccc(C)cc3)C2=O)cc1	-1%
COc1cc(C)c(S(=O)(=O)N2CCN=C2c2ccccc2)cc1C	0%
Cc1ccc(C)c(NC(NC(=O)c2ccccn2)C(Cl)(Cl)Cl)c1 (stereo not given)	-1%
CSc1ccccc1NC(=O)CN(C)CC(=O)Nc1cccc(Br)c1	-4%
COc1cccc(CC(=O)Nc2nc3c(s2)C(=O)CC(C)(C)C3)c1	-49%
C=CCN1C(=O)/C(=c2\sc3nc(=O)c(Cc4ccccc4Cl)nn3c2=O)c2ccccc21	-15%[57.5 µM]
COc1ccc(S(=O)(=O)N2CC=C(C(=O)Nc3ccc(NC(C)=O)cc3)CC2)cc1	-1%
O=C(NC(=S)Nc1cccc(CO)c1)c1ccc(-c2ccccc2)cc1	?
N/C(CSc1ccc(Cl)cc1)=N\S(=O)(=O)c1ccc(Cl)cc1	5%[57.5 µM]
CCCOc1ccc(CNCCCOCC)cc1OC	-3%
CCOC(=O)c1cc2occc2n1CC(=O)NCCOC	-1%
CCOC(=O)C1=C(Nc2ccc(OC)cc2)OCC1=O	9%[57.5 µM]
CCSc1nnc(-c2ccccc2N=Cc2c(C)[nH]n(-c3ccccc3)c2=O)c(=O)[nH]1	-1%
Cc1nc(C)c(C(=O)C2=C(O)C(=O)N(CCN(C)C)C2c2ccco2)s1 (stereo not given)	13%[57.5 µM]
Cc1cc(C)n(Cc2cnc(N3CCOCC3)s2)n1	3%
O=c1[nH]n(-c2ccccc2)c(=O)c2ccccc12	5%
CCc1nc2ccccc2n1Cc1ccc(F)cc1	2%
COc1ccc(CCC(=O)OCC(=O)c2ccc(C)cc2)cc1	1%
COC(=O)c1cc(NC(=O)c2ccco2)ccc1N1CCOCC1	-1%[57.5 µM]
C=CCn1c(Cc2c(C)[nH]c3ccccc23)nnc1SCC(=O)NCc1ccc(F)cc1	6%

In a second layout: results already given
> CCSc1nnc(-c2ccccc2N=Cc2c(C)[nH]n(-c3ccccc3)c2=O)c(=O)[nH]1
  ERK EGF inh = -1%
> Cc1nc(C)c(C(=O)C2=C(O)C(=O)N(CCN(C)C)C2c2ccco2)s1 (stereo not given)
  ERK EGF inh = 13%[57.5 µM]

(more compounds)
SMILES	ERK EGF inh
CCO[C@@H]1OC(C(=O)N2CCN(C)CC2)=C[C@H](C2CCCCC2)[C@H]1CCCO	-11%[57.5 µM]
CC(C)CNC(=O)CSc1nc2scc(-c3ccccc3)c2c(=O)[nH]1	3%
Cc1csc(C(=O)O)c1NC(=O)c1cccc([N+](=O)[O-])c1	-10%
CC(=O)c1cnc(Nc2ccc(C)cc2)s1	-5%
Cc1ccc(OCC(=O)NCCc2nc3ccccc3[nH]2)c(C)c1	5%
COc1cccc(NC(=O)c2ccc3c(SCC(=O)O)c4c(nc3c2)CCCC4)c1	-1%
CC1(C)CC(=O)CC2(C1)NCC(c1ccccc1Cl)c1c2[nH]c2ccccc12 (stereo not given)	-1%
COC(=O)C1=C(C)N(CCc2ccccc2)C(=O)/C1=C\c1ccco1	?
CCc1ccc(N(C(=O)c2csnn2)C(C(=O)NC(C)(C)C)c2cccnc2)cc1 (stereo not given)	-12%
Nc1c(C(=O)c2ccc(Cl)cc2)oc2ccccc12	1%
CCOc1ccccc1NC(=S)N(Cc1cc2ccc(C)cc2[nH]c1=O)CC1CCCN1CC (stereo not given)	4%
CCn1c(SCC(=O)OC(C)C)nnc1-c1ccccc1OC	-12%
Cc1cccc(OCC(=O)N/N=C/c2ccccc2C(=O)O)c1	3%
CCOC(=O)N1CCN(CCC(=O)Nc2cc([N+](=O)[O-])ccc2OC)CC1	-5%
CSC1=C(C#N)C(=O)NC(c2ccc(Cl)cc2)S1 (stereo not given)	4%[57.5 µM]
CCOc1ccc([N+](=O)[O-])c(N)c1	11%
CCCC(=O)Nc1nc2ccc(NC(=O)c3ccccc3F)cc2s1	?
CC1CC(=O)C2=C(C1)Nc1nc3ccccc3n1C2c1cccnc1 (stereo not given)	-12%
CN1CCN(Cc2c(O)ccc3cc(-c4ccccn4)c(=O)oc23)CC1	-3%
CC(=O)OCC(=O)[C@@]12OC3(CCCC3)OC1CC1C3CCC4=CC(=O)C=C[C@@]4(C)[C@]3(F)C(O)C[C@]12C (stereo not given in full)	9%
COc1ccccc1OCCCCOc1ccccc1C(C)=O	-1%
O=C(COc1ccccc1Cc1ccccc1)NCCCN1CCOCC1	-5%[57.5 µM]
O=C(NC(Cc1ccccc1)C(=O)Oc1ccc2c(C(F)(F)F)cc(=O)oc2c1)OCc1ccccc1 (stereo not given)	1%
CCn1ccnc1CN(C)C(=O)CCc1nnc(CCCc2ccccc2)o1	-8%[57.5 µM]
CCC[C@@H]1C[C@@]1(CCC)C(NC(=O)c1ccco1)c1ccc(Cl)cc1 (stereo not given in full)	-4%
N#C/C(=N\Nc1ccccc1)C(=N)N1CCOCC1	3%
COc1cccc(C2C3=C(N=c4s/c(=C\c5ccc(O)cc5)c(=O)n42)c2ccccc2CC3)c1OC (stereo not given)	-12%
C=C(C)C(=O)Nc1cccc(C2=NOC3(C2)C[C@@H](C(N)=O)N(C(=O)c2ccc(Cl)cc2)C3)c1 (stereo not given in full)	-3%[57.5 µM]
COc1ccc2c(c1)c(=O)oc1cc(O)ccc12	-2%[57.5 µM]
O=C(/C=C/c1ccc(Cl)c([N+](=O)[O-])c1)c1cccnc1	2%
Fc1cccc(NC(=S)Nc2cccnc2)c1	-4%
Cc1[nH]c2ccccc2c1C(=O)C(=O)N1CCN(C(=O)c2ccco2)CC1	-2%
Cc1cc(CNC(=O)COc2ccccc2F)c2ccccc2n1	-9%
COc1ccccc1C/C(N)=N/O	-1%
O=C(Cc1ccc(O)cc1)NCCNC(=S)NCc1ccccc1	-5%[57.5 µM]
O=C1c2cccc3cccc(c23)C(=O)N1OS(=O)(=O)c1ccc(Br)cc1	-1%
O=C(NCc1cccnc1)C(=O)NCC(c1ccco1)N1CCOCC1 (stereo not given)	27%
O=C(O)c1ccc(C(=O)C(=O)c2ccccc2)cc1	0%[57.5 µM]
C#CCOCCOCCOCCNc1nc(N2CCN(C(=O)[C@H]([C@@H](C)O)n3cc(CCCCN)nn3)CC2)nc(N2CCN(C(=O)[C@H](Cc3ccc(O)cc3)n3cc(CCO)nn3)CC2)n1	?
O=C(Nn1cnnc1)c1ccc(Br)s1	0%
COc1ccc(CC(=O)NCc2n[nH]c(=S)n2C)cc1	-1%
Cc1cccc(Nc2nc(N3CCN(C)CC3)nc(N)c2[N+](=O)[O-])c1	9%
CC(=O)Nc1cccc(-n2nnc(SCC(=O)Nc3ccc(F)c(Cl)c3)n2)c1	1%[57.5 µM]
Cc1ccc(NC(=O)COC(=O)c2ccc3c(c2)OCCO3)cc1S(=O)(=O)N1CCOCC1	3%
COc1ccc2c(CC(=O)OCC(=O)Nc3cc(C)c(C)cc3[N+](=O)[O-])coc2c1	4%
COc1cccc(C(=O)Nc2ccc(C(=O)NCC(C)C)cc2)c1	-10%
Cc1ccc(Cl)cc1NC(=O)COC(=O)c1ccc(COc2ccc3c(C)cc(=O)oc3c2)cc1	5%
CC1(C(=O)N(Cc2ccccc2)Cc2ccccc2)CC1(Br)Br (stereo not given)	1%
COc1ccc(CC(=O)Nc2c3c(nn2-c2ccccc2C)CS(=O)C3)cc1 (stereo not given)	-9%
COc1ccccc1NS(=O)(=O)c1ccc2oc(SCc3ccc(F)cc3)nc2c1	-4%

(more compounds)
SMILES	ERK EGF inh
O=C(Cn1cncc1-c1ccc([N+](=O)[O-])cc1)Nc1ccccc1F	9%
S=C(NCc1cccnc1)Nc1ccc(Cl)cc1Cl	-9%
O=C(CNC(=O)c1ccccc1F)N/N=C/c1cn[nH]c1-c1ccccc1	2%
COC(=O)c1c(C)noc1-c1ccc(Cl)cc1	11%[57.5 µM]
CCOC(=O)c1cc(=O)[nH]c2ccccc12	1%
COc1ccc(Sc2nc(-c3ccccc3)ncc2C(=O)O)cc1	-28%
COc1ccc(CCNC(=O)COC(=O)CCC(=O)c2ccc(F)cc2)cc1	-6%
Cc1cccc(OCC(=O)Nc2ccccc2C(=O)N2CCOCC2)c1	6%
C=CCSc1nnc(NC(=O)c2cccc(S(=O)(=O)N(C)c3ccccc3)c2)s1	6%
CCc1nc2cc([N+](=O)[O-])c([N+](=O)[O-])cc2[nH]1	7%
O=C(COc1ccc(Cl)cc1)Nc1nnc(C2=COCCO2)o1	-1%
CCC(C)NC(=O)CSc1n[nH]c(-c2cc(Cl)ccc2OC)n1 (stereo not given)	5%
Cc1cc(-c2nnc(SCC(=O)Nc3ccccc3Cl)n2C)no1	4%[57.5 µM]
COc1ccc(N2CCN(C(=O)c3cc4c(s3)-c3ccccc3S(=O)(=O)C4)CC2)cc1	-1%[57.5 µM]
CC(NC(=O)CSc1nc2ccccc2c(=O)[nH]1)c1ccccc1 (stereo not given)	2%
CCOC(=O)c1c(NC(NC(=O)C(C)C)C(Cl)(Cl)Cl)sc2c1CCC2 (stereo not given)	5%
Fc1ccc(NC(=S)N2CCN(C/C=C/c3ccccc3)CC2)c(F)c1	?
O=C(CCN1C(=O)/C(=C/c2cccs2)SC1=S)NNC(=O)c1cccc(O)c1	-5%
Nc1nc(-c2ccccc2)[nH]c(=O)c1N=O	-9%[57.5 µM]
O=C(Nc1nc2ccc(SC(F)F)cc2s1)c1ccc2c(c1)S(=O)(=O)c1ccccc1C2=O	12%
O=[N+]([O-])c1ccc(-c2nnc(-c3ccccc3)c(NCCCO)n2)cc1	-6%
O=C1/C(=C/c2cccs2)SC(=S)N1C1CCS(=O)(=O)C1 (stereo not given)	-1%[57.5 µM]
O=C1CCCCC1C(O)c1ccc(Cl)cc1 (stereo not given)	5%[57.5 µM]
NC(=O)CN1N=C(c2cc(Cl)sc2Cl)CSC1=O	7%
O=C(Cc1ccccc1)Nc1nc2ccccc2s1	-2%
COc1ccc(C(=O)N2CCCC(CCC(=O)NCc3ccc(F)c(F)c3)C2)cc1F (stereo not given)	1%
Cc1ccc(NC(=O)CN(c2ccc3c(c2)OCO3)S(=O)(=O)c2c(C)n[nH]c2C)cc1	-1%
O=C(C1=C[C@H](c2ccc(Br)cc2)C[C@H](OCc2ccc(CO)cc2)O1)N1CCN(Cc2ccc3c(c2)OCO3)CC1	4%[57.5 µM]
O=C(CN1CCOCC1)Nc1cccc(S(=O)(=O)N2CCCCCC2)c1	7%
Cn1c(=O)c2[nH]c(Nc3ccccc3)nc2n(C)c1=O	4%

Part of the list above, as labelled records.
S=C(NCc1cccnc1)Nc1ccc(Cl)cc1Cl
  ERK EGF inh: -9%

Fc1ccc(NC(=S)N2CCN(C/C=C/c3ccccc3)CC2)c(F)c1
  ERK EGF inh: ?

Cc1nc(C)c(C(=O)C2=C(O)C(=O)N(CCN(C)C)C2c2ccco2)s1 (stereo not given)
  ERK EGF inh: 13%[57.5 µM]

The list goes on:
SMILES	ERK EGF inh
COc1ccc(-c2ccc([C@H]3[C@H]4C=CC[C@@H](C)[C@@H]4C(=O)N3Cc3ccccc3)c(F)c2)cc1OC	4%[57.5 µM]
O=C(NN1C(=O)c2ccccc2NC1c1ccc([N+](=O)[O-])o1)c1ccccc1 (stereo not given)	-9%
Cc1ccc(S(=O)(=O)NC(CCc2ccccc2)CC(=O)C(C)(C)C)cc1 (stereo not given)	-4%
Cc1ccccc1C(=O)OC1OC(=O)C(Cl)=C1Nc1ccc(C(=O)O)cc1 (stereo not given)	28%
COC(=O)c1ccnc(SCC(=O)c2ccccc2)c1	3%
Cc1ccc(/C=N/NC(=O)c2csc(C)c2)o1	-7%
COc1cc(/C=C/C(=O)O)cc2c1OCCO2	5%
O=C(NCc1cccc(C(F)(F)F)c1)C1CC(c2ccc(C(F)(F)F)cc2)=NO1 (stereo not given)	7%[57.5 µM]
Cc1nonc1NC(=O)CSc1nnc(-c2ccoc2C)n1-c1cccc(Cl)c1	4%
CCN(CC)C(=O)c1c(Cl)nc(C)c([N+](=O)[O-])c1C	0%
CCOC(=O)N1CCN(C(=O)CSc2nnc(Cn3c(=O)sc4ccccc43)n2C)CC1	9%
CCOC(=O)c1c(-c2ccccc2)csc1NC(=O)c1cc2ccccc2oc1=O	4%
NC(=O)c1c(NC(=O)COC(=O)c2ccc(S(=O)(=O)Nc3ccccc3)cc2)sc2c1CCCC2	6%
CC(=O)NS(=O)(=O)c1ccc(NC(=O)c2ccccn2)cc1	3%
O=CN1CCN(C(=O)Cc2ccc([N+](=O)[O-])cc2)CC1	-2%
Cc1noc(C)c1CS(=O)(=O)c1ccc([N+](=O)[O-])cc1	5%
CCc1ccccc1NC(=O)N1CCc2ccccc21	-9%[57.5 µM]
O=C(NCc1ccccn1)C(=O)NCc1ccccn1	29%
Clc1ccc(-c2nnc(-c3ccco3)nc2N2CCCCC2)cc1	7%

Compound activity from PubChem BioAssay.
